GAA850 FXN act: FXN promoter activators, primary screen, cell-based, luciferase luminescence, HEK293 lucGAA850. 360,000 compounds, 0.56% hits. HEK293 lucGAA850 FXN promoter luciferase reporter, 24 h; percent of 10 µM SAHA response. activation, % at 6 µM;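 active = activation above the average of all compounds screened plus 3 SD, cutoff fixed separately per campaign, cut at about 7.5% in these data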;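 also: 0% = DMSO wells and 100% = 10 µM SAHA wells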
GC-A act: GC-A stimulated cGMP production enhancers – HEK293 GC-A cells, cGMP TR-FRET, EC30 ANP, primary screen; Atrial natriuretic peptide receptor 1 (Homo sapiens), P16066; 0% at EC30 ANP, 100% saturating ANP; activation, % at 10 µM; 370,000 compounds, 0.14% hits; in the data active = activation above about 40%
SMARCA2 activ: SMARCA2 (BRM) function activators, primary screen, cell-based, luminescence, high throughput; MG213 cells, MMTV-luciferase reporter, dexamethasone, overnight; activation, % at 9.1 µM; 370,000 compounds, 1% hits; AID 652017, 2013; in the data active = activation above about 7.8%;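 also: 0% = vehicle wells and 100% = reference activator wells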
DAX1 inh-1: DAX1 (NR0B1) inhibitors on StAR promoter, primary screen, cell-based, luminescence, SF-1 (NR5A1), full-length DAX-1; 370,000 compounds, 1.1% hits; inhibition, % at 6.8 µM; AID 652010, 2013; HEK293T StAR-luciferase reporter, SF-1/DAX-1 repression relief;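 active = inhibition above the mean over all tested compounds plus 3 SD, cut at about 3.6% in these data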;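 also: 0% = DAX-1 cells with DMSO and 100% = cells lacking DAX-1 with DMSO; higher inhibition means more luminescence from relief of DAX-1 repression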
hcDAF-12 act: H. contortus DAF-12 nuclear receptor activators, primary screen, cell-based, luminescence, HEK293, lit1-tk-luc reporter. activation, % at 6.8 µM. 370,000 compounds, 1.4% hits. HEK293 hcDAF-12 lit1-tk-luc reporter; 0% DMSO, 100% Δ7-dafachronic acid. AID 652067, 2013;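 active = activation above the mean of all tested compounds plus 3 SD, cut at about 5.5% in these data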;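 also: 100% = response to 3 µM Δ7-dafachronic acid high control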
DAX1 inh-2: DAX1 (NR0B1) inhibitors, primary screen, cell-based, HEK293, Gal4-DAX1, luciferase luminescence; Nuclear receptor subfamily 0 group B member 1 (Homo sapiens), P51843; HEK293 Gal4-DAX1 luciferase reporter; inhibition, % at 6.75 µM; 340,000 compounds, 0.99% hits; AID 504766, 2011;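 active = inhibition above the mean over all tested compounds plus 3 SD, cut at about 4.2% in these data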;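 also: 0% = DAX1-transfected cells with DMSO and 100% = empty-vector control cells with DMSO; inhibition shows as a rise in luminescence from relieved DAX1 repression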
Target sequence (P51843 207-470 limits assumed): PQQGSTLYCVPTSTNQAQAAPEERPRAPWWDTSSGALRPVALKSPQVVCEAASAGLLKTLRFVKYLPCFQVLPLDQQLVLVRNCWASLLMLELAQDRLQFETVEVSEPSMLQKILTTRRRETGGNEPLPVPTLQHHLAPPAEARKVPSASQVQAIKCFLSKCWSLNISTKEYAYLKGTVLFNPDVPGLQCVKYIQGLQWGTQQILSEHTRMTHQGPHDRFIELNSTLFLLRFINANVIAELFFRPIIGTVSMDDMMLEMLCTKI
sPLA2-III inh: human group III sPLA2 inhibitors, primary screen, biochemical, QFRET, BODIPY PC-A2 liposome substrate. Group 3 secretory phospholipase A2 (Homo sapiens), Q9NZ20. QFRET BODIPY PC-A2 liposome hydrolysis, fluorescence. inhibition, % at 12.2 µM. 370,000 compounds, 0.56% hits. AID 743126, 2013;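 active = inhibition above mean plus 3 SD of compounds lying within the high and low control bounds, cut at about 19% in these data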;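 also: 0% = median of test compound wells and 100% = no enzyme DMSO wells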
hgDAF12 agonist: H. glycines DAF-12 receptor agonists, primary screen, cell-based, luminescence, HEK293, GAL4 fusion, UAS-luciferase. Nuclear hormone receptor DAF-12 (Heterodera glycines), GAL4 fusion. HEK293 GAL4-hgDAF12 UAS-luciferase reporter, agonist luminescence; normalized to butyrate control. activation, % at 6.8 µM. 370,000 compounds, 1.8% hits. AID 687014, 2013;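 active = activation above a cutoff set at the mean of all screened compounds plus 3 SD, cut at about 10% in these data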;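 also: 0% = DMSO wells and 100% = sodium butyrate wells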
KLK7 zymogen act: proKLK7 zymogen activators, primary screen, biochemical, fluorescence intensity; 370,000 compounds, 0.9% hits; AID 652039, 2013; Kallikrein-7 (Homo sapiens), P49862; purified proKLK7, EDANS-DABCYL substrate fluorescence; 100% is mature enzyme control, 0% vehicle; activation, % at 7 µM;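 active = activation above the mean of all tested compounds plus 3 SD, computed per campaign excluding outliers beyond control limits, cut at about 13% in these data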
Target sequence (P49862 whole entry, looked up): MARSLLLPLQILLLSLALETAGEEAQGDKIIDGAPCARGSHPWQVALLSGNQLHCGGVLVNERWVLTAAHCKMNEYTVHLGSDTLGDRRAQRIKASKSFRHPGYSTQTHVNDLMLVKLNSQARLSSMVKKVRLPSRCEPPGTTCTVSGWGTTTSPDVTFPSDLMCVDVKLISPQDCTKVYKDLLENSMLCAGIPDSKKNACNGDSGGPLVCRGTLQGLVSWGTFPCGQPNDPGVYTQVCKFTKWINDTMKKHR
NPR2 activator: human GC-B receptor activators, primary screen, HEK293 GC-B cells, cGMP TR-FRET, EC30 CNP; Atrial natriuretic peptide receptor 2 (Homo sapiens), P20594; 0% at EC30 CNP, 100% saturating CNP; 370,000 compounds, 0.11% hits; activation, % at 10 µM;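 active = activation at 10 µM reaching about 35% in either raw or pattern-adjusted values, limit read from the data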
ssDAF12 agonist: S. stercoralis DAF-12 nuclear receptor activators, primary screen, cell-based, luminescence, HEK293, GRIP1 co-expression, lit1-tk-luc; HEK293 ssDAF-12/GRIP1 lit1-tk-luc reporter; % of 3 µM dafachronic acid response; activation, % at 6.8 µM; 370,000 compounds, 1% hits; AID 652126, 2013;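 active = activation above the mean over all tested compounds plus 3 SD, cut at about 0.9% in these data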;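 also: 0% = DMSO-only wells and 100% = 3 µM delta7-dafachronic acid wells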
* = called active by the depositor; . = no result given.

The line under a structure holds: GAA850 FXN act	GC-A act	SMARCA2 activ	DAX1 inh-1	hcDAF-12 act	DAX1 inh-2	sPLA2-III inh	hgDAF12 agonist	KLK7 zymogen act	NPR2 activator	ssDAF12 agonist
CCn1c(N2CCN(S(=O)(=O)c3ccc(Cl)cc3)CC2)nc2ccccc21
→ -3.2	-15	-5	-1.9	-2.5	-1.5	-10	-6.5	0.2	-9	-2.8
CC1(C)CC(=O)C2=C(C1)OC(N)=C(C#N)C2c1ccccc1 (stereo not given)
→ 2.4	-2	1	-0.2	-1.9	0.8	-2	-1.2	-0.2	0	-1.0
c1ccc(OCCCn2nnc(-c3ccncc3)n2)cc1
→ -0.8	6	-1	-0.4	-1.8	-0.1	0	-0.3	0.2	-1	-1.4
CN(Cc1cccc(F)c1)C(=O)c1ccccc1Sc1ccccc1C#N
→ 1.7	-7	0	-0.8	-2.5	-0.1	1	1.2	0.2	-7	-1.2
COc1cc(NC(=O)CCl)ccc(=O)c1
→ 5.1	-4	0	-3.9	1.1	-0.2	-2	-5.4	0.2	1	-0.5
O=C(NCC1CCN(C(=O)C(=O)c2cc3ccccc3o2)CC1)c1ccc2c(c1)OCCCO2
→ .	-2	-4	0.9	0.0	.	3	-0.1	-0.3	-7	-1.0
COc1cccc(NC(=O)CSc2nnnn2C2CCCCC2)c1
→ -0.1	-5	0	0.3	-1.5	-0.8	-8	-0.8	0.3	4	-0.8
CC(=O)Nc1ccc(S(=O)(=O)Nc2ccc(S(=O)(=O)Nc3ncccn3)cc2)cc1
→ 1.4	2	-1	-0.3	0.0	-0.3	7	-0.1	-0.4	4	-1.0
CN(CC(=O)Nc1ccc(Cl)c(Cl)c1)C1CCCCC1
→ -1.2	-3	-1	-0.2	-1.2	1.6	-5	-1.0	0.3	-2	-1.1
O=C(CC12CCC(CC1)C2)NCc1ccc2c(c1)OCO2
→ 2.2	-1	1	1.5	-0.4	1.2	2	3.4	0.3	-2	-0.1
OCCC1CN(Cc2cnn(-c3ccc(F)cc3)c2)CCN1Cc1ccsc1 (stereo not given)
→ -0.1	2	0	-0.7	0.3	-0.6	1	-1.8	0.3	0	-1.7
CCOC(=O)C(CC)n1cnc2c(nnn2-c2cccc(OC)c2)c1=O (stereo not given)
→ 2.3	5	1	0.5	-2.5	0.4	-3	0.1	-0.4	-4	-0.5
Cc1cc(Nc2ccc(F)cc2)n2nc(C)nc2n1
→ -0.5	0	0	-0.8	2.4	1.5	-1	-0.3	0.1	2	-1.1
COC(=O)C1=C(O)/C(=C\c2ccc(OCC(=O)Nc3ccccc3OC)cc2)N=C1C
→ 0.6	0	-2	-0.2	-2.0	-0.2	-6	1.5	-0.4	-2	-0.4
CCOC(=O)[C@]12CCC=C1N(CCC1=CCCCC1)C(=O)[C@H](CC(=O)NCc1cccc3ccccc13)C2
→ .	3	-5	-1.5	-1.0	.	-6	-2.8	0.4	1	-1.2
COC(=O)C1=C(C)NC2=C(C1c1ccc(O)cc1)S(=O)(=O)c1ccccc12 (stereo not given)
→ 1.0	1	1	-1.0	-1.6	0.6	-21	-1.8	3.0	6	-1.7
CCN1C[C@@H]2[C@@H]3C(=O)N(Cc4ccccc4)C(=O)[C@@H]3[C@](CC)(C1=O)N2C(=O)c1ccc(F)cc1
→ -0.3	1	3	0.0	-1.6	1.0	2	0.4	-0.5	3	-1.0
CCn1cc(C(=O)N2CCN(Cc3ccc4c(c3)OCO4)CC2)c(=O)c2ccc(C)nc21
→ -0.7	0	-1	-0.5	-2.4	-1.3	-3	-0.2	0.1	-6	-1.1
CC#CC(=O)NC1CCCN(C2Cc3ccccc3C2)C1 (stereo not given)
→ 3.5	-4	-2	-0.1	0.6	2.4	1	-1.0	0.7	1	-0.2
COc1cccc(C(=O)Nc2ccc(S(=O)(=O)N3CCCCC3)cc2)c1OC
→ -2.9	11	-1	-2.8	-1.8	-0.5	-6	-0.2	0.3	15	-1.2
Cc1ccc(-n2c(SCC(=O)c3ccc(F)cc3)nnc2-c2cccnc2)cc1
→ .	-2	0	-0.7	-1.3	.	-55	-3.6	-0.2	7	-1.9
CCC(O)C(C)(C)C (stereo not given)
→ -0.5	1	0	-0.4	-2.4	1.4	-2	2.3	-1.1	-8	-1.0
COc1ccc(-n2ncc3c2CC(C)(C)CC3NC(=O)C2=CC(=O)CC(C)(C)O2)cc1 (stereo not given)
→ 2.0	-3	0	0.5	-1.1	0.4	0	-1.3	-0.2	-3	-1.1
COc1cc(CC(=O)N(c2ccccc2)c2nc(C)cs2)cc(OC)c1OC
→ -0.1	-3	-4	-0.2	-0.6	0.2	4	-2.1	0.5	1	-1.0
O=C(CSc1ccccn1)N1CCNC1=O
→ 0.2	6	-3	0.3	0.4	-1.0	4	-0.3	-0.7	5	-1.1
COCCNC(=S)NNC(=O)c1cccs1
→ 1.5	4	-1	-0.8	-1.0	-0.3	8	7.0	4.6	2	-0.9
COC(=O)C1=C(C)N(Cc2ccc(C(F)(F)F)cc2)C(=NCc2ccccc2C(F)(F)F)NC1c1cccc(Cl)c1 (stereo not given)
→ .	-4	-1	1.1	0.9	.	9	5.6	-0.4	-6	-0.3
CC(OC(=O)c1cccc([N+](=O)[O-])c1)C(=O)NCc1ccc2c(c1)OCO2 (stereo not given)
→ 1.6	2	3	-1.7	1.4	0.6	1	0.8	0.4	0	-1.0
O=c1[nH]c(-c2ccc(O)cc2)nc2scc(-c3cccs3)c12
→ 6.3	-2	4	2.1	2.1	1.4	-45	13*	-1.8	-1	-1.2
CC(C)C(NC(=O)C1(NC(=O)OCc2ccccc2)CCCC1)C(=O)O (stereo not given)
→ 2.7	-5	-3	-0.9	0.2	1.4	-4	1.3	-0.3	-3	0.1
CC(=O)Nc1ccc(S(=O)(=O)NCC(=O)NNC(=O)COc2ccccc2Cl)cc1
→ -0.2	1	1	0.4	-0.6	1.1	6	-0.8	0.3	-3	-0.3
Cn1c(SCC(=O)NCC2CCCO2)nc2scc(-c3ccccc3)c2c1=O (stereo not given)
→ 0.5	2	-3	0.8	0.2	-0.3	4	0.5	0.1	2	-1.6
CC(C)c1ccc(/C=C/C(=O)NC(=S)NN2CCOCC2)cc1
→ -0.3	0	4	-0.5	-0.1	-0.4	2	-1.1	0.5	-2	-0.7
CCOCCCNCC(=O)Nc1cc(S(=O)(=O)N2CCOCC2)ccc1N1CCOCC1
→ 3.4	0	0	1.3	4.4	2.0	1	1.8	-0.6	3	-0.9
Cc1ccc2c(c1)cc(CN(Cc1ccco1)C(=O)N1CCOCC1)c1nnnn12
→ -0.9	.	8.6*	0.6	-1.4	1.3	2	0.3	0.1	.	-1.5
Cc1oc(-c2ccccc2Cl)nc1CS(=O)(=O)CC(=O)NCCc1ccccc1
→ -1.5	-7	2	-1.1	-0.6	-0.3	-16	-0.7	0.0	-2	-0.4
NC(=O)CSC1=N/C(=C\c2ccco2)C(=O)N1c1ccc(OC(F)F)cc1
→ 2.3	0	-3	0.0	0.6	0.1	-5	-2.6	0.3	0	-1.7
O=C(CSc1nnnn1-c1cccc2ccccc12)N1CCOCC1
→ 1.2	-3	-1	0.1	1.5	1.1	-1	-3.0	-0.9	6	-1.5
COc1ccc(Cl)cc1-c1nc(SCC(=O)NC(C)C(C)C)n[nH]1 (stereo not given)
→ -1.0	-1	-1	0.1	-0.8	7.3*	-2	0.4	0.1	-3	-1.6
COC(=O)c1ccc2nc(-c3ccc(OC)c(OC)c3)c(Cc3ccccc3OC)n2c1
→ .	3	-4	0.7	-0.5	.	-1	1.5	-3.1	2	-1.1
CC(C)(C)NC(=O)c1ccc2c(c1)C(=O)N(C1CCCCC1)C2=O
→ 0.6	6	4	0.3	0.4	0.2	5	4.5	-0.5	9	-1.1
NC(=O)CC(c1ccccc1)c1ccc2c(c1)OCO2 (stereo not given)
→ 1.6	-28	-1	0.2	-0.2	0.1	1	-0.9	0.3	-8	-1.6
COc1nccnc1NS(=O)(=O)c1ccc(N=Cc2c(C)[nH]n(-c3ccccc3)c2=O)cc1
→ 0.6	-1	-2	0.2	0.3	0.1	15	2.2	-0.2	-2	-0.9

Exported as labelled records: part of the list above.
CC(C)c1ccc(/C=C/C(=O)NC(=S)NN2CCOCC2)cc1
  GAA850 FXN act: -0.3; GC-A act: 0; SMARCA2 activ: 4; DAX1 inh-1: -0.5; hcDAF-12 act: -0.1; DAX1 inh-2: -0.4; sPLA2-III inh: 2; hgDAF12 agonist: -1.1; KLK7 zymogen act: 0.5; NPR2 activator: -2; ssDAF12 agonist: -0.7

NC(=O)CC(c1ccccc1)c1ccc2c(c1)OCO2 (stereo not given)
  GAA850 FXN act: 1.6; GC-A act: -28; SMARCA2 activ: -1; DAX1 inh-1: 0.2; hcDAF-12 act: -0.2; DAX1 inh-2: 0.1; sPLA2-III inh: 1; hgDAF12 agonist: -0.9; KLK7 zymogen act: 0.3; NPR2 activator: -8; ssDAF12 agonist: -1.6

Bioassay records deposited in PubChem by several laboratories.

Random draw from the library, and some 6.7% of all compounds hit somewhere here.
